# FBW7 activator: human FBW7 E3 ligase activation, primary screen | 0.13% of 650,000 active | normalized activity (activation), % at 26.1 µM | AlphaScreen FBW7–phospho-cyclin E peptide binding, activator screen | AID 1259310; in the data active means normalized activity above about 1.9%;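 further: purified mutant Fbw7 with reduced substrate affinity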
# TEAD-YAP inh: TEAD-YAP interaction inhibition; AID 1259422; inhibition, % at 9.12 µM; 1.4% of 640,000 active; HEK-TIYL cells, TEAD-Gal4/YAP UAS-luciferase luminescence; in the data active means inhibition above about 32%;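 further: 0% = median of test compound wells and 100% = reference inhibitor wells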
# GPR151 ag: human GPR151 activation. PathHunter beta-arrestin GPR151 cells, luminescence. activation, % at 11.2 µM. 1% of 650,000 active. AID 1508602; in the data active means activation above about 4.9%;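 further: 0% = median of compound wells and 100% = cells with positive control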
# Target sequence (Q8TDV0 whole entry, looked up): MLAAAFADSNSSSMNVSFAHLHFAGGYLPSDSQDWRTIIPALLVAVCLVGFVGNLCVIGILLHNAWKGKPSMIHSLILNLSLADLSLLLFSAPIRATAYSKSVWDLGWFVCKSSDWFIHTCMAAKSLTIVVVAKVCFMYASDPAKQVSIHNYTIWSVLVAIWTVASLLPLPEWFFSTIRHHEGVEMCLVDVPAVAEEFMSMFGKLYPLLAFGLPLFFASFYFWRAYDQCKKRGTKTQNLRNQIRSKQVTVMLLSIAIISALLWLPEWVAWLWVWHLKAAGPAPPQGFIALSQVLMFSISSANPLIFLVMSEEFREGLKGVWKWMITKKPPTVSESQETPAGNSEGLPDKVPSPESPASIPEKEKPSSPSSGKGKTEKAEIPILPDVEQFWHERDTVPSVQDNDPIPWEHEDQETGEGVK
# MITF inh: human MITF inhibition, primary screen. AID 1259374. inhibition, % at 2.6 µM. 0.91% of 650,000 active. O75030. AlphaScreen MITF homodimerization, bead proximity signal; in the data active means inhibition above about 50%;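 further: 0% = vehicle wells with protein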
# Target sequence (O75030 whole entry, looked up): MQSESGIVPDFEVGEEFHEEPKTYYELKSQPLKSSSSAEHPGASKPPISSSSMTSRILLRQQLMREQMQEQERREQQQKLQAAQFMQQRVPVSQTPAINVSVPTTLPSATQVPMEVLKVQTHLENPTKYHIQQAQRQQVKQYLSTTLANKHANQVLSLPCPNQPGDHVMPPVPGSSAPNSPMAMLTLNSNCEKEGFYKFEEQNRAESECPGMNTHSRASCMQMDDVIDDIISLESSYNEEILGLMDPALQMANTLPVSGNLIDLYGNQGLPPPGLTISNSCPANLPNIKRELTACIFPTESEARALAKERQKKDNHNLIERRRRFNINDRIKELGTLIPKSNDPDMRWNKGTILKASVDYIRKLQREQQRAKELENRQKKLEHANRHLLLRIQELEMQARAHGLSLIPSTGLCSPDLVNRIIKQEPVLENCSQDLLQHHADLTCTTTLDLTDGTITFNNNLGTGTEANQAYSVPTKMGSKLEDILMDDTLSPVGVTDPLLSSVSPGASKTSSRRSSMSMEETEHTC
# * marks the source's active call; other numbers are inactive results.
SMILES,FBW7 activator,TEAD-YAP inh,GPR151 ag,MITF inh
O=C(NCc1ccco1)C1CCC(Cn2c(SCC(=O)N3CCN(c4ccccc4)CC3)nc3ccccc3c2=O)CC1 (centres undefined),0.3,16.0,0.8,3.9
O=C(COc1ccc(Cl)cc1Br)NCC1CCCO1 (centres undefined),-0.1,-44.8,-0.6,-1.1
O=C(CN1CCCC1)Nc1ccc(Cl)cc1Cl,0.1,0.1,-0.1,-0.1
Cn1c(SCC(=O)Nc2cccc(F)c2)nnc1-c1cc2ccccc2o1,0.0,-5.0,-0.7,1.3
COc1ccc(CNC(=O)C/C(C)=N/NC(=O)c2cc3ccccc3cc2O)cc1,0.1,-0.2,-1.0,10.7
Cc1ccc(OCc2nc(-c3ccccn3)no2)cc1,-0.1,8.5,-4.3,11.4
Cc1ccc(OC(C)C(=O)NNC(=O)c2cccc(C)c2)cc1 (centres undefined),0.1,-8.6,-0.8,3.4
CC(C)NC(=O)[C@@H]1C[C@H](NCc2cccnc2)CN1C/C=C/c1ccccc1,0.1,4.1,1.3,12.6
COc1ccccc1CN1CCc2nnc(CNC(=O)Cc3ccccc3)n2CC1,0.9,3.5,0.3,-14.5
Cc1nc2c(c(=O)[nH]1)CCN(C(=O)CSc1ncnc3ccccc13)C2,-0.1,-27.3,-0.7,1.9
O=C(Nc1ccc(N2CCOCC2)cc1)c1c(C(F)(F)F)nc2ccccn12,0.1,5.8,0.7,8.1
C#CCOC(=O)C(NC(=O)c1ccccc1)=C1CCCCC1,0.1,2.2,0.3,9.3
COc1ccc(CNC(=O)CCCn2c(SCC(N)=O)nc3cc4c(cc3c2=O)OCO4)cc1,0.6,5.8,-1.5,8.1
Cc1ccc(Cl)cc1Nc1nc2ccccc2n2c(C)nnc12,-0.2,0.0,0.5,5.0
O=C(Nc1ncc(Cc2cccc(C(F)(F)F)c2)s1)c1ccccc1[N+](=O)[O-],0.1,2.1,0.2,7.8
COc1cccc(-c2nc(C(N)=O)c3[nH]c(=O)n(C(C)C)c3n2)c1,0.1,12.4,-0.4,2.7
CC(C)N(C(=O)CSc1nnc(NC(=O)CC(C)(C)C)s1)C(C)C,-0.1,3.0,0.3,5.4
CC(=O)c1c(NC(=O)C(C)C)nc(C)nc1-c1ccccc1,0.1,-0.7,0.5,9.5
CCOC(=O)c1ccc(N/C=C/C(=O)c2ccc(Br)cc2)cc1,-0.2,-10.4,1.8,-2.8
CC(C)[C@H](Cn1nc(-c2ccc(F)c(F)c2)ccc1=O)NC(=O)c1cnccn1,0.0,0.6,-0.1,3.5
CCN(CC)S(=O)(=O)c1cccc(NC(=O)CNC(N)=O)c1,0.2,11.8,1.6,9.7
Cc1nn(CC(=O)NCc2ccccc2Br)c(=O)c2cccn12,-0.1,-2.4,-0.7,9.6
COc1ccc2nc(NC(=O)c3cccc(C(F)(F)F)c3)sc2c1,0.1,-11.5,1.1,7.9
COCc1nc2cccnc2n1C1CCN(S(=O)(=O)c2ccc(OC)c(OC)c2)CC1,0.0,-3.4,-0.3,-0.8
CCOC(=O)CSc1nc2ccccc2c(=O)n1NC(=O)Cc1ccccc1,0.0,-8.9,-0.5,-9.3

# Part of the list above, field by field:
> Cc1ccc(OC(C)C(=O)NNC(=O)c2cccc(C)c2)cc1 (centres undefined)
  FBW7 activator = 0.1	TEAD-YAP inh = -8.6	GPR151 ag = -0.8	MITF inh = 3.4

> CC(C)NC(=O)[C@@H]1C[C@H](NCc2cccnc2)CN1C/C=C/c1ccccc1
  FBW7 activator = 0.1	TEAD-YAP inh = 4.1	GPR151 ag = 1.3	MITF inh = 12.6

> COc1ccccc1CN1CCc2nnc(CNC(=O)Cc3ccccc3)n2CC1
  FBW7 activator = 0.9	TEAD-YAP inh = 3.5	GPR151 ag = 0.3	MITF inh = -14.5

> Cc1nc2c(c(=O)[nH]1)CCN(C(=O)CSc1ncnc3ccccc13)C2
  FBW7 activator = -0.1	TEAD-YAP inh = -27.3	GPR151 ag = -0.7	MITF inh = 1.9

# Following part.
SMILES,FBW7 activator,TEAD-YAP inh,GPR151 ag,MITF inh
Cc1ccc(N2C(=O)[C@@H]3CSC(c4ccc(F)cc4)N3C2=O)cc1 (some centres undefined),0.0,-6.4,1.0,5.5
COc1ccc(OC)c(/C=C/c2nc3ccccc3c(=O)n2-c2ccc(C)c(C)c2)c1,0.0,9.8,0.8,13.2
CCc1ccc(C2C(C(=O)OC)=CN(C(C)c3ccccc3)C=C2C(=O)OC)cc1 (centres undefined),0.4,3.0,0.1,-24.1
CC1CC(=O)C2=C(C1)OC(N)=C(C#N)C2c1ccc(Cl)c(Cl)c1 (centres undefined),0.0,-3.2,0.0,-3.6
CC(=O)Oc1c(O)ccc2c(C)cc(=O)oc12,-0.3,7.7,0.2,9.2
COc1cccc(C2N(Cc3ccccc3)CCN2Cc2ccccc2)c1O,0.1,-3.2,0.3,2.6
CN1CCN(C2=NC(=O)/C(=C\c3cccc4c3OCO4)S2)CC1,-0.1,8.9,0.3,1.9
CCOc1ccccc1NC(=O)CSc1nnc(CC)c(CC)n1,0.4,-2.0,-1.4,0.1
COc1cc(Nc2n[nH]c(C)c2[N+](=O)[O-])c(OC)cc1Cl,-0.2,2.0,-0.1,10.4
CS(=O)(=O)N1CCC(Oc2cccc(-c3cccnc3)c2)CC1,0.1,0.0,-2.3,13.7
CCOc1cccc2cc(C(=O)Nc3ccc(Oc4ccc(Br)c5ccccc45)c(Cl)c3)c(=O)oc12,0.1,3.5,2.2,19.3
Cc1cc(C(=O)COC(=O)/C=C/c2ccc(Br)o2)c(C)n1Cc1ccco1,-0.2,-6.3,-1.1,1.1
CCCC(=O)Nc1ccc(NC(=O)c2ccccc2OC)nc1,0.3,-24.7,-0.6,15.9
CC(=O)c1c(-c2ccc(Cl)cc2)c2ccccc2[nH]c1=O,-0.2,8.2,0.2,-33.1
Cc1ccc(S(=O)(=O)NCC(c2ccccc2)N2CCNCC2)cc1 (centres undefined),0.5,2.7,-0.3,8.6
O=C(NCc1ccccc1)C1CN(Cc2ccccc2)CCN1C(=O)c1cccnc1 (centres undefined),-0.1,9.5,1.8,9.8
NS(=O)(=O)c1ccc(NC(=O)CSc2nnc3c4ccccc4n(CCc4ccccc4)c3n2)cc1,0.2,8.4,-0.5,9.0
O=C(CSc1ncc(CO)n1Cc1c(F)cccc1F)N1CCCc2ccccc21,0.2,0.1,-0.8,12.8
C=CCc1cccc(/C=N/NC(=O)CCC(=O)Nc2ccc(Br)cc2)c1O,0.0,-6.0,7.1*,-4.4
CCOC(=O)c1cnc2ccc(OCC)cc2c1Nc1ccc(Br)cc1C,-0.1,3.4,0.0,6.7
CN(C(=O)c1cc(CCc2ccccc2)no1)C1CCOC1 (centres undefined),-0.2,-49.5,0.8,5.7
COc1ccc(CNC(=O)c2cc(COc3c(F)cccc3F)on2)cc1OC,0.1,-5.2,0.0,-1.3
O=C(COc1ccc(Br)cc1)OC1CCOC1=O (centres undefined),0.3,-3.4,-2.6,12.3
COc1ccc(C2=NNc3cccc4c(OC)ccc2c34)cc1,1.3,9.8,-1.2,33.4
CC(=O)Nc1ccc(CC2(C)C(=O)Nc3cccc(Cl)c32)cc1 (centres undefined),0.0,0.5,1.4,22.5

# Among those listed so far, 8 have fluorine:
SMILES,FBW7 activator,TEAD-YAP inh,GPR151 ag,MITF inh
Cn1c(SCC(=O)Nc2cccc(F)c2)nnc1-c1cc2ccccc2o1,0.0,-5.0,-0.7,1.3
O=C(Nc1ccc(N2CCOCC2)cc1)c1c(C(F)(F)F)nc2ccccn12,0.1,5.8,0.7,8.1
O=C(Nc1ncc(Cc2cccc(C(F)(F)F)c2)s1)c1ccccc1[N+](=O)[O-],0.1,2.1,0.2,7.8
CC(C)[C@H](Cn1nc(-c2ccc(F)c(F)c2)ccc1=O)NC(=O)c1cnccn1,0.0,0.6,-0.1,3.5
COc1ccc2nc(NC(=O)c3cccc(C(F)(F)F)c3)sc2c1,0.1,-11.5,1.1,7.9
Cc1ccc(N2C(=O)[C@@H]3CSC(c4ccc(F)cc4)N3C2=O)cc1 (some centres undefined),0.0,-6.4,1.0,5.5
O=C(CSc1ncc(CO)n1Cc1c(F)cccc1F)N1CCCc2ccccc21,0.2,0.1,-0.8,12.8
COc1ccc(CNC(=O)c2cc(COc3c(F)cccc3F)on2)cc1OC,0.1,-5.2,0.0,-1.3

# Additional structures
SMILES,FBW7 activator,TEAD-YAP inh,GPR151 ag,MITF inh
Cc1c(Br)ccc(NC(=O)C2C3CC4OC(=O)C2C4C3)c1C (centres undefined),-0.1,-2.7,-1.5,0.9
COc1cc(OC)cc(-n2nnc(-c3nc(-c4ccc(Cl)cc4)no3)c2N)c1,0.1,2.3,0.7,5.8
CCONC(=Nc1ccccc1C)c1nonc1N,0.1,-7.2,0.4,-15.7
COc1ccc(N2C(=O)CSC23C(=O)N(CC(=O)Nc2cccc(C)c2)c2ccccc23)cc1 (centres undefined),-0.1,12.8,-0.1,7.1
c1ccc(N2CCN(Cc3ccsc3)CC2)cc1,-0.1,7.4,0.5,24.7
Cc1cccc(OCc2nnc(NC(=O)CCCl)s2)c1,0.0,-10.9,1.3,3.2
CC(=O)Nc1ccc(N=c2cc([N+](=O)[O-])cc(Cl)n2O)cc1,-0.1,18.0,-0.3,3.4
NC(=O)C1CCN(c2ccc(C(F)(F)F)cc2[N+](=O)[O-])CC1,0.0,-8.2,-0.9,3.8
NC(=O)C1CCN(C(=O)c2cccc(I)c2)CC1,-0.1,5.6,-1.3,28.1
Cc1ccccc1CSc1ccc2nnc(-c3cccs3)n2n1,0.1,3.8,-1.4,-14.7
CCOC(=O)c1cc2sc(C)cc2n1CC(=O)NC(C)(C)C,-0.3,8.9,1.0,7.9
C=CCOCC(O)Cn1c(NC2CCCCC2)nc2c1c(=O)[nH]c(=O)n2C (centres undefined),-0.1,-8.1,-1.4,0.7
COc1ccc(S(=O)(=O)NC(CC(=O)NCC2CCCO2)C(C)C)cc1 (centres undefined),0.1,-1.6,0.6,-4.2
Cc1ccc(CNC(=O)CN(CCc2ccccc2)S(C)(=O)=O)cc1,0.3,8.6,0.2,3.1
CC1=C(C(=O)OCC2CCCO2)C(c2cccc(C)c2)C2=C(CC(C)(C)CC2=O)N1 (centres undefined),0.2,4.7,-1.7,-12.1
O=C(CC(c1ccccc1)c1ccccc1)N1CCN(C(=O)c2ccco2)CC1,-0.1,-3.1,0.6,16.8
CC(C)n1cnc2c(NCCCN3CCCC3=O)nc(N3CCN(c4ccccn4)CC3)nc21,0.0,10.2,-1.0,7.0
CC(C)(C)S(=O)(=O)Nc1nccnc1-c1ccc(C=O)cc1,-0.4,-9.7,0.6,-3.9
CN(C)CCCNC(=S)N(Cc1ccccc1)Cc1ccccc1,0.3,5.5,-1.0,15.4
Cn1c(/C(C#N)=C(\O)c2ccccc2)nc2ccccc21,-0.1,-28.2,0.4,-3.9
O=C(C1CC1)N1CCc2cc(Br)cc(S(=O)(=O)NC3CCCCCC3)c21,0.0,8.4,-0.6,8.6
COc1ccc(CCNC(=O)CCCCCn2c(SCC(=O)c3ccc(Br)cc3)nc3ccsc3c2=O)cc1OC,0.0,-0.1,-1.8,-4.0
CCOC(=O)CSc1nc(Nc2ccc(F)c(F)c2)c2ccccc2n1,0.0,14.3,0.2,5.8
CN(C)CCNCC(O)COc1ccc(C(C)(C)c2ccccc2)cc1 (centres undefined),-0.1,3.7,1.0,20.7
COc1ccc(/C=C/C(=O)NC(=S)N2CCOCC2)cc1OC,-0.2,-3.8,0.4,-3.3
O=C(COc1ccc(Cl)cc1Cl)N/N=C/c1cc([N+](=O)[O-])cc([N+](=O)[O-])c1O,-0.1,5.7,0.2,12.6
COC(=O)Cc1ccc(N(Cc2ccccc2F)S(=O)(=O)c2ccc(C)cc2)cc1,0.1,-4.6,0.3,7.2
COc1ccccc1OCc1ccc(C(=O)OCC2CCCO2)o1 (centres undefined),-0.1,-14.5,-0.1,-4.6
O=c1c2cn[nH]c2nc(SCc2c(F)cccc2Cl)n1-c1ccc(Cl)cc1Cl,0.0,0.1,-0.1,-10.6
CCOc1ccccc1-n1c(=S)sc2c(=O)n(-c3ccccc3)c(SCC(=O)Nc3ccc(N(C)C)cc3)nc21,-0.1,20.0,1.0,0.8
